D2 agonist – agonists of human D2 dopamine receptor | activation, % at 2 µM | HEK293 T-REx D2 cells, calcium flux agonist mode | 340,000 tested, 0.53% active | P14416 | AID 485358;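 active = activation over 3 SD above normal in the single-dose calcium agonist read, cut at about 30% in these data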; note: 0% is about no effect
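Agonism scored from kinetic calcium signal (1 read/sec, 180 s) following compound pin transfer, after a 10 s baseline. Cells: HEK293 Trex line expressing inducible D2 receptor coupled to calcium, dye-loaded after overnight culture at 30 C.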
TrxR1 substrate – is turned over as a substrate by rat TrxR1 | purified TrxR1 substrate turnover, NADPH consumption readout | Potency, µM (highest dose often 114 µM), inactives show top-dose activity change, negative = substrate turnover | 390,000 tested, 0.01% active; note: potency is the fitted concentration of half-maximal effect; % is set by controls: 0 for no effect and ±100 for the full control effect; nearly all actives have a fitted effect of over 50% in size
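Rat TrxR1, dispensed at 90 nM, was prereduced with 400 uM NADPH (final) for 5 min at ~22 deg C, then incubated with compound 15 min before 400 uM selenite. A first-read NADPH fluorescence drop versus no-compound background flagged substrates.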
mIDH1 inhibitor – blocks human mutant IDH1 R132H enzyme | O75874 | 390,000 tested, 0.093% active | AID 602179 | Potency, µM (top dose mostly 76.6 µM), inactives show at the highest dose activity change, negative = inhibition, most hits filed as inhibitors | IDH1-R132H enzyme, NADPH consumption, diaphorase/resazurin fluorescence; note: potency is the fitted concentration of half-maximal effect; % is set by controls: 0 for no effect and ±100 for the full control effect; nearly all actives have a fitted effect of over 65% in size
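IDH1-R132H (0.5 ug/mL) preincubated 30 min with compound, then NADPH (0.016 mM) and alpha-KG (2 mM) added; 80 min at RT, pH 7.5. Remaining NADPH coupled via diaphorase/resazurin to fluorescence (540/590 nm); concentration-response curves normalized to no-enzyme control.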
TRHR PAM – allosteric enhancers of human TRH receptor; TRHR cells, fluo-8 calcium fluorescence, EC20 TRH enhancement; enhancement, % at 2 µM; 360,000 tested, 0.66% active; in the data active = enhancement above about 30%; note: 0% is about no effect
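Enhancer read-out: after compound pinning and an initial kinetic agonist-mode read, an EC20 of TRH (10 nM final) was injected and fluo-8 calcium signal (Ex 480/Em 530) followed at 1 s/cycle for 100 cycles in TRHR-expressing cells.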
USP1 inh – blocks the human USP1/UAF1 deubiquitinase complex; O94782; recombinant USP1/UAF1, Ub-Rhodamine cleavage fluorescence; Potency, µM (highest dose often 57.1 µM), without a hit: top-dose activity change, negative = inhibition, actives largely listed as inhibitors; 390,000 tested, 0.23% active; AID 743255; note: potency is the fitted concentration of half-maximal effect; % is set by controls: 0 for no effect and ±100 for the full control effect; nearly all actives have a fitted effect of over 60% in size; inactives centre near -12
Target sequence (O94782 whole entry, looked up): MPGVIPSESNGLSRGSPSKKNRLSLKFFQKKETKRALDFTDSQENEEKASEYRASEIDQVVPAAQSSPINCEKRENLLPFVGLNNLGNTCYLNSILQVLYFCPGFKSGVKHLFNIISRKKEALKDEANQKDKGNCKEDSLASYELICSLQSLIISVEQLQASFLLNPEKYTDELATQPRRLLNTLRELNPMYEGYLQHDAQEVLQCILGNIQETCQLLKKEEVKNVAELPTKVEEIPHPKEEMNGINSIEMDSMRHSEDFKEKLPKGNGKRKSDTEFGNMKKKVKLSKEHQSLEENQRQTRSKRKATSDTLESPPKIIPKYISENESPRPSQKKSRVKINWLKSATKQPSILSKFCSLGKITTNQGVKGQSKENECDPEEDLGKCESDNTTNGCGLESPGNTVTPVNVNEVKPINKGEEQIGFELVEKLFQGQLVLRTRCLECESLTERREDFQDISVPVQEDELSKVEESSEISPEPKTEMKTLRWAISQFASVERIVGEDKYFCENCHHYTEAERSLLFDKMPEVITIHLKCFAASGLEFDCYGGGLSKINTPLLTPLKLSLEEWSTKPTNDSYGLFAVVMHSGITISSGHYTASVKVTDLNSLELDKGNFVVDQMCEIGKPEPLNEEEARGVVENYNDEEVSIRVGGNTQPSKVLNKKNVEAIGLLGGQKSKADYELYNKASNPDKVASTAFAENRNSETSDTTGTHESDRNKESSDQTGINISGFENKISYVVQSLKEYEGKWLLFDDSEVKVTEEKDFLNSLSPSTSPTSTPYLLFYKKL
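Step one: compound is pinned into 1nM USP1/UAF1 in HEPES pH 7.8 buffer with TCEP. Step two: 15 min room-temperature incubation. Step three: Ub-Rho (150nM final) starts cleavage, tracked by fluorescence over six one-minute reads.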
PI4K2A block – inhibitors of human PI4K2A; Q9BTU6; purified PI4K2A, ADP-Glo luminescence, 1 h; active compounds read low; activity change, negative = inhibition, % at 76.9 µM; 420,000 tested, 0.13% active; in the data active = activity change below about -50%; inconclusive = mostly about -30% to -49%;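 note: -100% = wells without enzyme as full effect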
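In this quantitative HTS, ADP production by PI4K2A was quantified luminescently after 1 h at ambient temperature; 100 microM adenosine served as plate-quality control.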
TRHR ag – activates the human TRH receptor; P34981; TRHR cells, calcium flux fluo-8, FDSS agonist mode; activation, % at 2 µM; 360,000 tested, 0.18% active; AID 493084; in the data active = activation above about 30%; note: 0% is about no effect
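Fluo-8-loaded TRHR cells; 10 s baseline, compound added, kinetic Ca2+ fluorescence read 1/s, agonist mode.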
rTrxR1 inhibitor – blocks rat thioredoxin reductase 1; O89049; recombinant rTrxR1, NADPH fluorescence consumption, selenite substrate; Potency, µM (titrated, usually from 114 µM), without a hit: at the top dose activity change, negative = inhibition, most hits filed as inhibitors; 390,000 tested, 1% active; AID 588453; note: potency is the fitted concentration of half-maximal effect; % is set by controls: 0 for no effect and ±100 for the full control effect; nearly all actives have a fitted effect of over 65% in size
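Rat TrxR1 (90 nM in the dispensed reagent) was pre-reduced with 400 uM NADPH for 5 min at room temperature, then incubated with compound for 15 min. After 400 uM selenite was added, NADPH fluorescence (Ex 340/Em 450 nm) was followed for 8 min.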
D2 antagonist – antagonists of human D2 dopamine receptor; HEK293 TREx D2 cells, calcium flux, dopamine EC80; 340,000 tested, 2% active; P14416; inhibition, % at 10 µM; in the data active = inhibition above about 30%; note: 0% is about no effect
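Tetracycline-induced HEK293 TREx cells expressing D2 receptor forced-coupled to calcium signalling, loaded with no-wash calcium dye. Compounds added and calcium flux read 180 s, then dopamine added at EC80 and read a further 180 s.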
* hit, by the source's call; ? = inconclusive; . = no result given; [ ] = remark or other dose. Unless noted, calls come from the whole dose curve; as a rule, active = well fitted inhibition curve with a large enough effect; inconclusive = small, poorly fitted or top-dose-only effect; inactive = no such curve, though single readings can be large or run the other way. Not a hit list; 3.9% or so of the library scored in one or more.

Codes: A = D2 agonist; B = TrxR1 substrate; C = mIDH1 inhibitor; D = TRHR PAM; E = USP1 inh; F = PI4K2A block; G = TRHR ag; H = rTrxR1 inhibitor; I = D2 antagonist
OCCCNc1nc(-c2ccc(Cl)cc2)nnc1-c1ccccc1
  A: -0.1	B: -9%	C: 6%	D: 9	E: -11%	F: -3	G: 0.0	H: -7%	I: -1
O=C(O)C1CC1c1ccc(Br)cc1 (stereo not given)
  A: 0.0	B: -7%	C: 4%	D: -3	E: -9%	F: 7	G: 0.3	H: -16%	I: -7
O=C(CSc1nnc(C2COc3ccccc3O2)o1)NC1CCCCC1 (stereo not given)
  A: -0.3	B: 5%[57.1 µM]	C: -2%	D: 1	E: -21%	F: -2	G: -0.2	H: -7%[57.1 µM]	I: 2
C/C(=N\Nc1ccc(Cl)c(Cl)c1)c1ccc(-n2ccnc2)cc1
  A: 0.3	B: -13%	C: 3%	D: -6	E: -13%	F: 3	G: 0.6	H: -17%	I: -11
CN(C)CCOCCOc1ccccc1-c1ccccc1
  A: 1.2	B: 13%[57.1 µM]	C: 2%	D: 10	E: -16%	F: 10	G: -0.4	H: 10%[57.1 µM]	I: -16
CCn1c(SCC(=O)NC2CC2)nnc1-c1ccc(C)cc1
  A: -0.8	B: -3%	C: -6%	D: -2	E: -9%	F: -2	G: 0.2	H: 27%	I: 8
O=C(NC(=S)Nc1ccccc1OC(F)F)c1ccc2c(c1)OCO2
  A: .	B: -1%	C: 2%	D: .	E: -25%	F: 1	G: .	H: ?	I: .
Cc1ccc2c(c1)-c1onc(C(=O)N(C)c3ccc(F)cc3)c1CO2
  A: 0.6	B: -4%	C: 2%	D: -6	E: -15%	F: 2	G: 0.2	H: 5%	I: .
COc1ccccc1C1CCN(Cc2c(C)[nH]c3ccccc23)CC1
  A: -0.7	B: -3%	C: -12%	D: 30	E: -25%	F: 5	G: 0.6	H: 5%	I: 56*
Cc1[nH]nc(N)c1N=Nc1ccc(Br)cc1
  A: 1.0	B: .	C: .	D: -4	E: .	F: .	G: -0.1	H: .	I: 3

The list continues:
Codes: A = D2 agonist; B = TrxR1 substrate; C = mIDH1 inhibitor; D = TRHR PAM; E = USP1 inh; F = PI4K2A block; G = TRHR ag; H = rTrxR1 inhibitor; I = D2 antagonist
c1ccc2c(c1)[nH]c1c(N3CCN(C4CCCCC4)CC3)ncnc12
  A: 0.4	B: 51%	C: -1%	D: -2	E: -20%	F: -1	G: -0.1	H: 11%[57.1 µM]	I: 1
CN(CC(=O)Nc1ccccc1Cl)C(=O)COC(=O)C1CCN(c2ccc(C(F)(F)F)cn2)CC1
  A: -0.1	B: 3%	C: 4%	D: -4	E: -4%	F: 2	G: 0.9	H: 5%	I: 13
CCOC(=O)c1cnc2ccc(Br)cc2c1NCCCN1CCOCC1
  A: -0.1	B: 5%	C: 4%	D: 5	E: -12%	F: -1	G: -0.3	H: ?	I: -12
Brc1ccc(N/N=C(/N=Nc2nn[nH]n2)c2ccccc2)cc1
  A: 4.5	B: -15%	C: 0%	D: -6	E: -26%	F: -14	G: -0.2	H: -18%	I: 23
CCn1c(=O)cc(OCC(=O)NCC2CCCO2)c2ccccc21 (stereo not given)
  A: 0.4	B: -12%	C: 2%	D: 6	E: -2%	F: 3	G: 0.4	H: -10%	I: -2
O=C1CCC/C(=N/NC(=O)c2ccc(CN3c4cccc5cccc(c45)S3(=O)=O)cc2)C1
  A: -0.6	B: 5%	C: 5%	D: 1	E: -15%	F: -5	G: 0.9	H: -16%	I: -11
CC(C)(C)N1CC(c2nc3ccccc3n2Cc2ccc(Cl)cc2)CC1=O (stereo not given)
  A: 1.2	B: -5%	C: -2%	D: -18	E: -3%	F: 1	G: 0.8	H: 24%	I: -24
CN(C)CC(C)(C)CNC(=S)Nc1cc(S(=O)(=O)N2CCOCC2)ccc1Cl
  A: 3.0	B: -2%[57.1 µM]	C: 14%	D: 4	E: -8%	F: 2	G: 0.5	H: -7%[57.1 µM]	I: 4
COc1ccc(C)cc1Nc1n[n+](-c2ccccc2)c(-c2ccc(NC(C)=O)cc2)s1
  A: 0.8	B: -2%[57.1 µM]	C: 9%	D: -2	E: -27%	F: -8	G: -0.4	H: 13%[57.1 µM]	I: 7
CCC(=O)OCC(=O)N=c1sccn1Cc1ccc(C)cc1
  A: 0.2	B: -5%	C: 6%	D: -1	E: -11%	F: -5	G: -1.8	H: 2%	I: -1

Further structures:
Codes: A = D2 agonist; B = TrxR1 substrate; C = mIDH1 inhibitor; D = TRHR PAM; E = USP1 inh; F = PI4K2A block; G = TRHR ag; H = rTrxR1 inhibitor; I = D2 antagonist
CC/C(C)=N/NS(=O)(=O)c1ccc(C)c([N+](=O)[O-])c1
  A: -0.5	B: 0%	C: 1%	D: 1	E: -7%	F: 3	G: -0.2	H: -5%	I: -12
Cc1ccc(CN2C(=O)C(C)(C)Oc3ccc(C(=O)N4CCCCC4)cc32)cc1
  A: -0.6	B: 0%	C: -5%	D: -8	E: -12%	F: -4	G: -0.1	H: 0%	I: -8
COc1ccccc1N1CCN(S(=O)(=O)c2ccc3c(c2)n(C)c(=O)n3C)CC1
  A: -0.5	B: 3%[57.1 µM]	C: 7%	D: -4	E: -13%	F: -1	G: -1.7	H: 5%[57.1 µM]	I: -11
Cc1ccc2c(c1)c1ncnc(N3CCc4ccccc4C3)c1n2C
  A: -1.6	B: 31%[activator][57.1 µM]	C: 4%	D: -10	E: ?	F: 8	G: -0.5	H: 20%[57.1 µM]	I: 1
CCn1c2ccc(C)cc2c2nnc(SCCN3CCCCC3)nc21
  A: 0.4	B: 11%[57.1 µM]	C: -3%	D: 1	E: -8%	F: -1	G: -0.2	H: 12%	I: 7
COc1ccc(C2CC(=O)Nc3c2c(C)nn3-c2nncc(-c3ccc(C)cc3)n2)c(OC)c1OC (stereo not given)
  A: -1.7	B: -10%	C: .	D: 6	E: -7%	F: -6	G: -0.3	H: 5%	I: .
COC(=O)C(C)Oc1cc(OC(C)C(=O)OC)c2c(-c3ccccc3)cc(=O)oc2c1 (stereo not given)
  A: 0.2	B: -20%[57.1 µM]	C: 6%	D: 6	E: -18%	F: 2	G: -0.2	H: 14%[57.1 µM]	I: -3
Cc1cccc(OCCCCc2c(C)n[nH]c2C)c1
  A: 0.8	B: 5%[57.1 µM]	C: 19%	D: -18	E: -9%	F: -8	G: -1.5	H: -16%	I: 17
CCOC(=O)CSC1=NC(=O)/C(=C\c2ccc(Cl)cc2)S1
  A: -1.4	B: -10%	C: ?	D: 1	E: -16%	F: 6	G: -0.3	H: ?	I: -13
O=C1CC(C2CCCO2)C(=O)N1c1ccc(Cl)c(Cl)c1 (stereo not given)
  A: -0.2	B: 1%	C: 8%	D: -2	E: -19%	F: 4	G: -0.3	H: 7%	I: 10

Additional records.
Codes: A = D2 agonist; B = TrxR1 substrate; C = mIDH1 inhibitor; D = TRHR PAM; E = USP1 inh; F = PI4K2A block; G = TRHR ag; H = rTrxR1 inhibitor; I = D2 antagonist
Cc1ccc(OCCC(=O)OCC(=O)N2CC(=O)Nc3ccccc32)cc1
  A: 0.2	B: 0%	C: 5%	D: 4	E: -8%	F: 1	G: 0.8	H: -10%	I: -1
Cc1ccc(N2C(=O)c3cccc4c([N+](=O)[O-])ccc(c34)C2=O)c2cccnc12
  A: 3.1	B: -10%	C: 0%	D: -6	E: -6%	F: 3	G: 4.1	H: -23%	I: 19
O=C(NCCCN1CCCC1=O)c1sc2ccccc2c1Cl
  A: -0.5	B: -8%	C: 0%	D: -6	E: -7%	F: -1	G: -0.5	H: -9%	I: 5
C[C@@H]1CN(C(=O)c2ccc(OC3CCN(S(=O)(=O)N(C)C)CC3)cc2)C[C@H](C)O1
  A: 1.6	B: 1%	C: 0%	D: 5	E: 5%	F: 3	G: 0.4	H: 9%	I: 22
CCc1nnc(NC(=O)C2CCN(c3cnccn3)CC2)s1
  A: 0.2	B: 9%	C: 1%	D: 2	E: -8%	F: -5	G: 0.5	H: 7%	I: 1
CC(C)Cc1nc(Nc2ccc(S(=O)(=O)N3CCCC3)cc2)c2nnn(Cc3ccccc3)c2n1
  A: 1.2	B: 71%	C: 8%	D: -5	E: -10%	F: -2	G: 0.9	H: 57%	I: 10
COc1ccc(NC(=O)C2Cc3ccccc3N2C(=O)c2ccccc2)cc1OC (stereo not given)
  A: 0.9	B: -8%[57.1 µM]	C: -5%	D: 5	E: 4%	F: 1	G: -0.9	H: -4%[57.1 µM]	I: .
Cc1cnc(C(=O)OC(C)C(=O)Nc2cccc3ccccc23)cn1 (stereo not given)
  A: -0.1	B: 25%[57.1 µM]	C: 0%	D: -12	E: -19%	F: -3	G: -0.6	H: 24%	I: 4
CSc1ncccc1C(=O)NC1CC(C)(C)Cc2c1cnn2-c1ccccc1C (stereo not given)
  A: 0.5	B: -2%	C: 8%	D: -6	E: -19%	F: -1	G: 0.4	H: -8%	I: -8
O=C(CCCCC(=O)NCCCc1ccccc1)NCCCc1ccccc1
  A: -0.3	B: 1%	C: 9%	D: -4	E: -17%	F: 1	G: -0.5	H: 7%	I: -17

Complete entries from above. Values in the order: D2 agonist, TrxR1 substrate, mIDH1 inhibitor, TRHR PAM, USP1 inh, PI4K2A block, TRHR ag, rTrxR1 inhibitor, D2 antagonist
CCc1nnc(NC(=O)C2CCN(c3cnccn3)CC2)s1 across the screens: 0.2, 9%, 1%, 2, -8%, -5, 0.5, 7%, 1
CSc1ncccc1C(=O)NC1CC(C)(C)Cc2c1cnn2-c1ccccc1C (stereo not given) across the screens: 0.5, -2%, 8%, -6, -19%, -1, 0.4, -8%, -8
COc1ccc(NC(=O)C2Cc3ccccc3N2C(=O)c2ccccc2)cc1OC (stereo not given) across the screens: 0.9, -8%[57.1 µM], -5%, 5, 4%, 1, -0.9, -4%[57.1 µM], .
Cc1cnc(C(=O)OC(C)C(=O)Nc2cccc3ccccc23)cn1 (stereo not given) across the screens: -0.1, 25%[57.1 µM], 0%, -12, -19%, -3, -0.6, 24%, 4
Cc1ccc(N2C(=O)c3cccc4c([N+](=O)[O-])ccc(c34)C2=O)c2cccnc12 across the screens: 3.1, -10%, 0%, -6, -6%, 3, 4.1, -23%, 19

From PubChem
